Screening data as filed in PubChem BioAssay.
MmCpn inh – Inhibitors of TCP-1 ring complex (TRiC) of Methanococcus maripaludis (MmCpn): qHTS. Chaperonin Mm-Cpn (Methanococcus maripaludis). Potency, µM (titrated, usually from 76.9 µM), for inactives: top-dose activity, negative = inhibition, most hits filed as inhibitors. actives 0.031% (n = 330,000). purified Mm-Cpn ATPase, ADP Transcreener TR-FRET; further: potency means the concentration at half of the fitted maximal effect; on the % scale 0 is the no-effect control and ±100 the full control effect; nearly all actives have a fitted effect of over 80% in size
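Compound-treated chaperonin, 25 nM final, turns over 10 uM ATP at 37°C for 30 min following a 10 min preincubation; ADP generated competes with ADP-d2 for Eu-cryptate antibody, lowering FRET.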
TGFb SMAD3 inh – qHTS for Inhibitors of TGF-b | HepG2 CAGA-GFP TGF-b/SMAD3 reporter, GFP fluorescence, 18 h; TGF-beta stimulated, 500 pg/mL final | Potency, µM (series often up to 46.1 µM), for the others: top-dose activity, negative = inhibition, most hits filed as inhibitors | actives 1.2% (n = 410,000); further: potency means the concentration at half of the fitted maximal effect; on the % scale 0 is the no-effect control and ±100 the full control effect; nearly all actives have a fitted effect of over 65% in size
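Inhibition of TGF-beta-driven CAGA-GFP reporter expression in HEPG2 cells is measured by cellular GFP fluorescence after 18 h stimulation with 500 pg/mL recombinant TGF-beta in 1% FBS medium at 37 degrees C.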
Nrf2 activator – qHTS of Nrf2 Activators. AREc32 ARE-luciferase reporter (MCF7-derived line), luminescence, 24 h. Potency, µM (titrated, usually from 46.1 µM), for the others: top-dose activation, usual class: activators. actives 0.31% (n = 410,000). AID 624171, 2012; further: potency means the concentration at half of the fitted maximal effect; % of control where 0% means no effect; nearly all actives have a fitted effect of over 65% in size
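Quantitative high-throughput format: AREc32 reporter cells, 1000 per well, received compound by pin transfer and were incubated 24 hr at 37 deg C, 5% CO2, before Steady-Glo luminescence detection.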
Nrf2 block – Nrf2 qHTS screen for inhibitors; A549 ARE-Fluc reporter, luciferase luminescence, 18-24 h; Potency, µM (series often up to 46 µM), without a hit: at the top dose activity change, negative = inhibition, actives largely listed as inhibitors; actives 2.1% (n = 360,000); further: potency means the concentration at half of the fitted maximal effect; on the % scale 0 is the no-effect control and ±100 the full control effect; nearly all actives have a fitted effect of over 60% in size
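Reporter: ARE-Fluc in A549. Exposure: 18-24 h, 37 °C, 5% CO2, 5% FBS OPTI-MEM. Readouts: fluorescent cytotoxicity (CellTiter-Fluor), then luminescent Nrf2 signal after BugLite.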
ATXN viability – Viability Counterscreen for Primary qHTS for Inhibitors of ATXN expression; S2 cells (HEK-293 line with an ATXN2-luciferase reporter) viability, CellTiter-Fluor protease fluorescence, 24 h; Potency, µM (titrated, usually from 56.7 µM), most hits filed as cytotoxic; actives 0.49% (n = 400,000); AID 651635, 2014; further: potency means the concentration at half of the fitted maximal effect; nearly all actives have a fitted effect of over 40% in size
A549 viability – Nrf2 qHTS screen for inhibitors: counterscreen for cytotoxicity | A549 ARE-Fluc cells, CellTiter-Fluor viability, 18-24 h | Potency, µM (top dose mostly 46 µM), inactives show at the highest dose activity change, negative = cytotoxicity, hits mostly inhibitors | actives 0.16% (n = 390,000) | AID 504648, 2011; further: potency means the concentration at half of the fitted maximal effect; on the % scale 0 is the no-effect control and ±100 the full control effect
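Cytotoxicity counterscreen: CellTiter-Fluor fluorescence was measured in A549 ARE_Fluc cells after 18-24 h of compound exposure in a concentration series. The subsequent BugLite luminescent read reports ARE-luciferase activity.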
HepG2 tox – qHTS for Inhibitors of TGF-b: Cytotox Counterscreen; HepG2 CAGA-GFP viability, ATP luminescence, 18 h; Potency, µM (series often up to 46.1 µM), without a hit: at the top dose activity change, negative = cytotoxicity, usual class: cytotoxic; actives 0.76% (n = 410,000); AID 588856, 2011; further: potency means the concentration at half of the fitted maximal effect; some results filed as inactive show a strong effect at the top dose
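CellTiter-Glo luminescence gave cytotoxicity after 18 hours at 37 degrees C. The cells were HepG2 CAGA-GFP in 1% FBS DMEM, stimulated with 500 pg/mL TGF-beta after compound addition. %Activity was normalised to no-cell wells (complete cell-killing) and DMSO (no toxicity), and curves were fitted and classified.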
CCT chaperon mod – High-Throughput Screening for Modulators of Cytosolic Chaperonin Activity; purified chaperonin ATPase assay, HTRF ADP detection, 30 min; activity change, % (no concentration beside the values), hits read low; actives 0.3% (n = 360,000); AID 651819, 2012; in the data active means activity change below about -30%; further: on the % scale 0 is the no-effect control and ±100 the full control effect
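First, chaperonin was dispensed at 40 nM or 20 nM final depending on batch activity. Next, compounds were pinned at 76 uM and ATP added at 10 uM. After 30 min at 37 °C, ADP detection reagents ran 30 min at ambient temperature.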
Akt phos inh – HTS Assay for Inhibitors of Akt Phophorylation: Primary Screen; Neuro2A IGF-stimulated pAkt S473 HTRF, 20 min; stronger effect = lower value; activity change, % for hits at 50 µM; actives 0.32% (n = 360,000); in the data active means activity change below about -80%; inconclusive means mostly about -51% to -80%; further: on the % scale 0 is the no-effect control and ±100 the full control effect
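Neuro2A cells (4,500/well, DMEM with 0.5% FBS) were treated with compound at a single 50 µM final concentration, stimulated with 6 nM IGF for 20 min at 37 °C, and lysed. Phospho-Akt Ser473 was read by HTRF as 665/615 ratio ×10^4.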
Active calls of the source: *; i = inactive; ? = inconclusive; / = not tested or not shown; [ ] = remark or other dose. Unless noted, the call rests on the fitted dose curve; in most records, active means well fitted curve in the direction sought with a large enough effect; inconclusive means small, poorly fitted or top-dose-only effect, or another doubt; inactive means no such curve, though single readings can be large; an effect the other way counts as inactive or inconclusive.

SMILES	MmCpn inh	TGFb SMAD3 inh	Nrf2 activator	Nrf2 block	ATXN viability	A549 viability	HepG2 tox	CCT chaperon mod	Akt phos inh
O=C(/C=C/Nc1ccccc1C(F)(F)F)c1ccco1	0%	3%	1.8µM*	?	i	-1%	6%	-1.0	i
O=C(c1ccc(OC2CCN(CCc3ccccc3)CC2)cc1)N1CCC(CO)CC1	1%	6%	-1.1%	17%	i	0%	4%	0.9	i
COc1ccc(CSc2nnc(-c3ccncc3)n2N)cc1	0%	-4%	-0.2%	7%	i	16%	1%	1.8	i
Cc1c(CCO)c(=O)n2n1CCCC2	/	?	-0.4%	8%	i	-5%	7%	0.7	i
CCCCn1c(N)c(N(CCC(C)C)C(=O)CC2CCCC2)c(=O)[nH]c1=O	-4%	0%	-0.3%	-15%	i	2%	2%	-2.3	i
COC(=O)C1C(c2ccc(N(C)C)cc2)C(C(=O)OC)S(=O)(=O)CS1(=O)=O (configuration not stated)	-2%	-4%	0.5%	2%	i	-3%	46%	-1.6	i
CN(C1CCCC1)C1CCN(C(=S)Nc2cc(F)cc(F)c2)CC1	0%	-1%	0.4%	6%	i	2%	-14%	-4.0	i
CCC(C)[C@H](NC(=O)CCn1nnc2ccccc2c1=O)C(=O)O (some centres not stated)	0%	-13%	0.0%	2%	?	-8%	-2%	0.6	i
Cc1ccc(Cl)cc1-n1ncc2c(N3CCC(C)CC3)ncnc21	/	-25%	1.5%	/	i	-14%	-53%	/	/
Cc1nc(C(F)(F)F)ccc1C(=O)N1CCC1(C)C(=O)NS(=O)(=O)c1ccccc1Cl (configuration not stated)	/	?	-0.9%	/	i	/	8%	-1.7	i
Cc1ccccc1-n1ncc2c1CC(C)(C)CC2NC(=O)CN1CCCC1=O (configuration not stated)	2%	-7%	0.0%	-4%	i	-1%	-21%	-3.6	i
CC(C)NC(=O)C1CCN(c2ccc(S(=O)(=O)N3CCOCC3)cc2Cl)CC1	-1%	-1%	0.4%	?	i	0%	-12%	-1.0	i
CCN(CC)N=Nc1ccc(S(N)(=O)=O)cc1	1%	-7%	-0.4%	1%	i	3%	-8%	-0.3	i
Cc1oc(-c2ccccc2Cl)nc1CSc1nc2ncccc2[nH]1	/	-12%	-0.7%	-2%	/	0%	-45%	/	/
CN(C)c1ccc(CNC(=O)CC[C@H]2O[C@@H](n3cnc4c(NC(=O)c5ccccc5)ncnc43)[C@H](O)[C@@H]2O)cc1	/	-2%	0.7%	/	i	/	-2%	-1.3	i
COc1ccc(-n2c(C)c(C)c3c(NCCCN(C)C)ncnc32)cc1	1%	1%	1.8%	-4%	i	-2%	-8%	-1.1	i
COc1cccc(NC(=O)CN2C(=O)NC3(CCCc4ccccc43)C2=O)c1 (configuration not stated)	4%	-20%	0.0%	2%	i	0%	-16%	-2.8	i
C=C(C(=O)O)C(CCCCCC)C(=O)O (configuration not stated)	/	10%	1.1%	3%	i	-2%	0%	0.9	i
COc1ccccc1C(=O)Nc1nnc(SCC(=O)Nc2ccc3c(c2)oc2ccccc23)s1	-8%	3%	3.7%	?	i	-15%	-24%	-2.5	i
CC(=O)c1ccc(OCC(=O)NC(=O)NC2CCCCC2)cc1	0%	-17%	-0.5%	-24%	i	1%	3%	-0.8	i
O=C(NCc1nnc(SCc2ccccc2)n1-c1ccc(F)cc1)C12CC3CC(CC(C3)C1)C2	0%	?	-0.2%	-17%	i	-4%	-1%	-68*	i
CCC(NC(=O)Nc1ccc(O)cc1)(C(F)(F)F)C(F)(F)F	-6%	-13%	?	/	i	-7%	1%	-0.1	i
Cc1cc(=O)oc2cc(OCC(=O)N3CCc4ccccc4C3)ccc12	-5%	-2%	-0.4%	-3%	i	-2%	1%	0.4	i
COc1ccc(C(C)=O)cc1CSc1nc2cc(C(=O)O)ccc2c(=O)n1Cc1ccccc1	4%	-12%	0.1%	-19%	i	-1%	-11%	-0.2	i
COc1ccc(OC)c(NC(=O)c2nc(S(=O)(=O)Cc3ccccc3)ncc2Cl)c1	-1%	3.5µM*	?	?	18µM*	?	7.9µM*	-9.8	i
COc1ccc(C(=O)NC(=S)NNC(=O)c2ccc(NC(=O)C(C)C)cc2)cc1	-1%	-23%	-0.1%	?	i	-15%	-9%	0.4	i
CCCn1nnc(NC(=O)c2ccco2)n1	1%	-19%	3.2%	?	i	5%	-20%	0.3	i
Nc1c(C(=O)Nc2ccccc2)c2nc3ccccc3nc2n1-c1ccc(O)cc1	1%	-10%	2.8%	2%	i	-4%	-9%	-4.8	i
Cc1cc(C)n(CCSCC(=O)O)n1	0%	4%	0.3%	7%	i	4%	4%	-1.2	i
COc1ccc(-c2[nH]ncc2CNCC(C)(C)N2CCOCC2)cc1F	2%	1%	0.2%	6%	i	1%	16%	-3.5	i
O=C(Nc1ccccc1Br)C1CCN(S(=O)(=O)c2cccs2)CC1	-1%	-1%	0.2%	?	i	-5%	-31%	-11	i
Cc1cccc(-c2nc(S(=O)(=O)c3ccc(F)cc3)c(N3CCN(c4ccccc4)CC3)o2)c1	/	-8%	0.1%	19%	/	-5%	-2%	/	/
CC(C)(C)c1ccc(S(=O)(=O)N2CCSC2)cc1	1%	-17%	3.1%	4%	i	-2%	-5%	-11	i
CCN(CC)S(=O)(=O)c1cc(C(=O)N=c2sccn2C)ccc1OC	-2%	2%	-0.2%	23%	i	-2%	1%	1.2	i
Cc1ccccc1C(=O)NNC(=O)CN1C(=O)c2ccccc2C1=O	-2%	-5%	-0.7%	8%	i	-1%	21%	-2.2	i
COc1cc(CC(NC(C)=O)C(=O)NC2CCN(C(=O)c3ccc(C)cc3)CC2)cc(OC)c1 (configuration not stated)	-1%	4%	-0.5%	-1%	i	-6%	2%	0.1	i
Cc1nc2c(OCc3ccc(C#N)cc3)cccn2c1N(C)C(=O)CCC1CCCC1	/	?	0.0%[9.22 µM]	/	i	/	-21%	-1.9	i
CCc1nnc(NC(=O)CCC(=O)Nc2ccc(Cl)cc2)s1	2%	7%	-0.2%	14%	i	-6%	6%	0.2	i
O=S(=O)(Nc1ccccc1)c1ccc(Oc2ncc(C(F)(F)F)cc2Cl)cc1	0%	?	-0.5%	?	?	?	-105%	-1.9	i
CCOC(=O)C1=CN(Cc2cccc(F)c2)S(=O)(=O)N(C)C1c1ccc(F)c(Cl)c1 (configuration not stated)	-1%	-27%	3.3%	?	i	-2%	-17%	2.6	i

TGFb SMAD3 inh, entries above that show a hit.
| smiles | MmCpn inh | TGFb SMAD3 inh | Nrf2 activator | CCT chaperon mod | Akt phos inh |
| --- | --- | --- | --- | --- | --- |
| COc1ccc(OC)c(NC(=O)c2nc(S(=O)(=O)Cc3ccccc3)ncc2Cl)c1 | -1% | 3.5µM* | ? | -9.8 | i |

Entries of single compounds as entered above. Screens in order: MmCpn inh | TGFb SMAD3 inh | Nrf2 activator | Nrf2 block | ATXN viability | A549 viability | HepG2 tox | CCT chaperon mod | Akt phos inh
Entry for CCc1nnc(NC(=O)CCC(=O)Nc2ccc(Cl)cc2)s1 = 2% | 7% | -0.2% | 14% | i | -6% | 6% | 0.2 | i
Entry for Cc1cc(C)n(CCSCC(=O)O)n1 = 0% | 4% | 0.3% | 7% | i | 4% | 4% | -1.2 | i
Entry for O=C(Nc1ccccc1Br)C1CCN(S(=O)(=O)c2cccs2)CC1 = -1% | -1% | 0.2% | ? | i | -5% | -31% | -11 | i
Entry for Cc1cccc(-c2nc(S(=O)(=O)c3ccc(F)cc3)c(N3CCN(c4ccccc4)CC3)o2)c1 = / | -8% | 0.1% | 19% | / | -5% | -2% | / | /
Entry for COc1ccc(C(C)=O)cc1CSc1nc2cc(C(=O)O)ccc2c(=O)n1Cc1ccccc1 = 4% | -12% | 0.1% | -19% | i | -1% | -11% | -0.2 | i

Next section.
SMILES	MmCpn inh	TGFb SMAD3 inh	Nrf2 activator	Nrf2 block	ATXN viability	A549 viability	HepG2 tox	CCT chaperon mod	Akt phos inh
C/C(=N/NC(=O)C1CC1(c1ccccc1)c1ccccc1)c1ccco1 (configuration not stated)	0%	?	?	3%	i	2%	-3%	-3.0	i
CCCOP(=O)(c1ccccc1)c1ccccc1	-1%	1%	1.9%	-6%	i	-6%	6%	-26	i
Cc1cc(NC(=O)C(Cl)c2ccccc2)no1 (configuration not stated)	-1%	-11%	13µM*	?	i	-4%	0%	0.6	i
O=C(NCCS(=O)(=O)N1CCN(c2ccc(F)cc2)CC1)c1ccco1	0%	0%	0.1%	-1%	i	6%	4%	-6.5	i
COC(=O)c1sc2nc[nH]c(=O)c2c1C	0%	?	2.8%	-26%	i	1%	-12%	0.9	i
Cc1ccc(C)c(C(=O)N(C)CC(=O)Nc2ccccc2C(F)(F)F)c1	3%	3%	-0.5%	-15%	i	-8%	1%	-0.1	i
CCC(Oc1ccc(C)c(C)c1)C(=O)N1CCCN(C)CC1 (configuration not stated)	0%	1%	-0.2%	-5%	i	8%	2%	0.1	i
CCCCCCn1cc(CN(C)C2CN(Cc3cn(CCCCCC)nn3)S(=O)(=O)C2)nn1 (configuration not stated)	/	/	0.2%	/	?	/	/	-0.7	i
CCC(COC(C)=O)Nc1nc2c([nH]1)c(=O)n(C)c(=O)n2C (configuration not stated)	0%	0%	-0.2%	-29%	i	-7%	-1%	-1.1	i
CCCCN(C(=O)/C=C/c1ccco1)c1c(N)n(Cc2ccccc2)c(=O)[nH]c1=O	-2%	-8%	2.1%	-2%	i	1%	2%	-1.2	i
O=C(O)/C(=C\c1ccccc1Cl)c1ccc(S(=O)(=O)N2CCCCC2)s1	1%	16%	-0.1%	-6%	i	3%	1%	0.9	i
